Bioassay records: PubChem BioAssay, National Center for Advancing Translational Sciences (NCATS)
FEN1 inhibitor: human FEN1 inhibition; P39748; Recombinant FEN1 flap cleavage, fluorescence, 15 min; Potency, µM (titrated, usually from 114 µM), without a hit: at the highest dose activity change, negative = inhibition, usual class: inhibitors; hit rate 0.35% among 390,000; active means well fitted inhibition curve with a large enough effect; inconclusive means small, poorly fitted or top-dose-only effect; inactive means no such curve, though single readings can be large or run the other way; further: nearly all actives have a fitted effect of over 65% in size
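FEN1 at 10 nM preincubated with compounds 15 min at room temperature, then flap DNA substrate added at 50 nM final. Signal read at 0 and 15 min; concentration-response fitted with four-parameter Hill equation.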
The depositor's hits bear a star; ? = inconclusive; & = joins results of further samples; [ ] = remark or other dose. On the % scale 0 is the no-effect control and ±100 the full control effect; potency means the concentration at half of the fitted maximal effect. A portion of the library; rates above refer to the full screens.

SMILES | FEN1 inhibitor
CC1(O)CCC2C3CCC4=CC(=O)CCC4=C3C=CC21C (centres undefined) | 15%
CCC1(CC)C(=O)NC(=O)N(c2ccccc2)C1=O | -5%
COC(=O)C1=C(c2cccc(OC)c2OC)C[C@@H]2CC[C@H]1N2C(=O)NCCS(C)=O (some centres undefined) | 1%
NS(=O)(=O)c1nc[nH]c1[N+](=O)[O-] | -3%
C[C@H]1CCC/C=C/[C@@H]2C[C@H](O)C[C@H]2[C@@H](O)/C=C/C(=O)O1 | 2%
CS(=O)(=O)N1Cc2cnnn2-c2ccccc2C1C#N (centres undefined) | -11%
O=C(Nc1ccc2oc(-c3cccnc3)nc2c1)c1ccc(-c2cccc(Cl)c2)o1 | ?
CCOC(=O)[C@]12Cc3cc(OC)ccc3[C@H]1N(Cc1ccccc1)C(=O)c1cc(F)c(F)cc12 | -13%&-6%
CC(=O)O[C@H]1C[C@@H]2OC3C=C(C)CCC3(C)[C@@]1(C)[C@@]21CO1 (some centres undefined) | 1%
O=C(O)C1C2c3ccccc3C(O)C1(C(=O)O)c1ccccc12 (centres undefined) | -3%
CCCC1(CCO)C(=O)NC(=S)NC1=O | 0%
CCOC(=O)[C@]12Cc3ccsc3[C@H]1N(Cc1ccccc1)C(=O)c1ccccc12 | -2%&-16%
O=C(CI)c1ccc(Cl)cc1 | -1%
CSc1cccc(NP2(=O)OCC(C)([N+](=O)[O-])CO2)c1 (centres undefined) | -4%
CC12C=CC(=O)CC1CCC1C2CCC2(C)C(O)C(O)CC12 (centres undefined) | -5%
CC(=O)Nc1ccc(OC(=O)N2CCN(/[N+]([O-])=N/Oc3ccc([N+](=O)[O-])cc3[N+](=O)[O-])CC2)cc1 | ?
CCC1([N+](=O)[O-])COP(=O)(NCc2cccnc2)OC1 (centres undefined) | -3%
CN(c1ccccc1)P(=O)(N1CC1)N1CC1 | 0%
C[C@]12CC[C@H](O)C[C@H]1CCC1C2CC[C@]2(C)[C@@H](c3ccc(=O)oc3)C[C@H]3O[C@]132 (some centres undefined) | -8%
COc1cc2nc(N3CCCN(C)CC3)nc(N(C)C3CCN(C)CC3)c2cc1OC | ?
O=C1CN=C(c2cc([N+](=O)[O-])ccc2Cl)c2cc([N+](=O)[O-])ccc2N1 | 16%
CC1(C)C(=O)CCC2C1=CCC1C2CCC2(C)C(O)CCC12 (centres undefined) | -11%
COc1ccc2c(c1O)-c1cccc3c1[C@@H](C2)N(C)CC3 | -11%
Cc1cccc(N=C2c3cc([N+](=O)[O-])ccc3-c3c2cc([N+](=O)[O-])cc3[N+](=O)[O-])c1 | -15%
COC(=O)C1=C(C(=O)OC)C2OC1c1cc3ccccc3cc12 | -30%

Some of these compounds in order of count of non-hydrogen atoms, lowest first:
SMILES | FEN1 inhibitor
O=C(CI)c1ccc(Cl)cc1 | -1%
CN(c1ccccc1)P(=O)(N1CC1)N1CC1 | 0%
C[C@H]1CCC/C=C/[C@@H]2C[C@H](O)C[C@H]2[C@@H](O)/C=C/C(=O)O1 | 2%

Carrying on:
SMILES | FEN1 inhibitor
CC12C=CC(=O)C=C1CC(O)C1C2CCC2(C)C1CCC2(C)O (centres undefined) | 0%
COC(=O)C1=C(c2ccc(S(C)(=O)=O)cc2)C[C@@H]2CC[C@H]1N2C(=O)NCc1ccc(C(F)(F)F)cc1 | 20%
CCCCCc1nc2ccccc2c(=O)n1-c1ccc(C)cc1 | -6%
O=C(Nc1cccc(Cl)c1)OCC#CCN1CCCC1 | -1%
COC(=O)C1=CO[C@H](C)[C@H]2CN3CC[C@@]4(C(=O)Nc5ccccc54)[C@@H]3C[C@H]12 | -6%
O=C(CCl)c1ccc(O)c(O)c1 | -17%
CC12CC(=O)C3C(CCC4CC(=O)C=CC43C)C1CCC2=O (centres undefined) | 8%
CCOC(=O)C1(c2ccccc2)CCN(CCC(C#N)(c2ccccc2)c2ccccc2)CC1 | -19%
COC(=O)C1=C(c2cc3ccccc3o2)C[C@@H]2CC[C@H]1N2C(=O)NC1CCCCC1 | 18%
C=CCCC1(CC(C)C)C(=O)NC(=S)NC1=O | 2%
COc1cc2c(c(OC)c1OC)-c1ccc(SC)c(=O)cc1C(NC(C)=O)CC2 (centres undefined) | -6%
c1ccc(N2C3C4CC(C5CCCC54)C32)cc1 (centres undefined) | -4%
CCC(C(=O)Nc1ccc(Cl)cc1)N1CCCC1=O (centres undefined) | -16%
CCOC(=O)c1c(-n2c(C)cc(/C=C3/C(=O)NC(=O)N(CC)C3=O)c2C)sc2c1CCCC2 | -11%
C[C@H]1C/C=C/[C@H]2[C@H](O)[C@H](C)[C@@](C)(O)[C@H]3[C@H](Cc4ccccc4)NC(=O)[C@]32[C@H](O)/C=C/[C@](C)(O)C1 | -4%
N[C@H](CO)Cc1ccccc1 | -4%
CCOC(=O)CC(SP1(=S)OCC2(CCCCC2)CO1)C(=O)OCC (centres undefined) | -26%
CC12CCC3C(CCC4CC(=O)CCC43C)C1CC(=NO)C2=O (centres undefined) | -6%
CC1CC2C(C(O)CC3(C)C(O)CCC23)C2(C)CCC(=O)C=C12 (centres undefined) | 10%
CC(=O)OC1C(O)C(C)OC(OC2C(OC(=O)C3CCC4C(C3)OC3(CC(OC(=O)/C=C/c5ccccc5)C(C)CO3)C43CO3)OC(C)C(O)C2OC(C)=O)C1O (centres undefined) | 6%
COC(=O)C1=C(c2ccccc2)C[C@@H]2CC[C@H]1N2C(=O)NCc1cccc2ccccc12 | -15%
CCC1CN1P1(=O)OCC(C)([N+](=O)[O-])CO1 (centres undefined) | 4%
C[C@]12CCCCC1=CC(=O)C1C2CC[C@@]2(C)C1C[C@@H](F)[C@@H]2O (some centres undefined) | -3%
CCCNc1nc(-c2cc(C(=O)Nc3ccccc3)on2)cc(C(C)C)n1 | ?
O=C(O)CNC1c2ccccc2CSc2ccccc21 (centres undefined) | 14%

Quoted from the listing.
COC(=O)C1=C(c2ccc(S(C)(=O)=O)cc2)C[C@@H]2CC[C@H]1N2C(=O)NCc1ccc(C(F)(F)F)cc1 in FEN1 inhibitor is entered as 20%
O=C(CCl)c1ccc(O)c(O)c1 in FEN1 inhibitor is entered as -17%
CC12C=CC(=O)C=C1CC(O)C1C2CCC2(C)C1CCC2(C)O (centres undefined) in FEN1 inhibitor is entered as 0%
CCOC(=O)CC(SP1(=S)OCC2(CCCCC2)CO1)C(=O)OCC (centres undefined) in FEN1 inhibitor is entered as -26%

In the list so far, these have fluorine:
SMILES | FEN1 inhibitor
CCOC(=O)[C@]12Cc3cc(OC)ccc3[C@H]1N(Cc1ccccc1)C(=O)c1cc(F)c(F)cc12 | -13%&-6%
COC(=O)C1=C(c2ccc(S(C)(=O)=O)cc2)C[C@@H]2CC[C@H]1N2C(=O)NCc1ccc(C(F)(F)F)cc1 | 20%
C[C@]12CCCCC1=CC(=O)C1C2CC[C@@]2(C)C1C[C@@H](F)[C@@H]2O (some centres undefined) | -3%

A second format for 4 compounds above.
> COC(=O)C1=CO[C@H](C)[C@H]2CN3CC[C@@]4(C(=O)Nc5ccccc54)[C@@H]3C[C@H]12
  FEN1 inhibitor = -6%
> O=C(CCl)c1ccc(O)c(O)c1
  FEN1 inhibitor = -17%
> CC12CC(=O)C3C(CCC4CC(=O)C=CC43C)C1CCC2=O (centres undefined)
  FEN1 inhibitor = 8%
> CCOC(=O)C1(c2ccccc2)CCN(CCC(C#N)(c2ccccc2)c2ccccc2)CC1
  FEN1 inhibitor = -19%

Next results follow:
SMILES | FEN1 inhibitor
COC(=O)C1=C(c2cccc(OC)c2OC)C[C@@H]2CC[C@H]1N2C(=O)N1CCCCC1 | 5%
COC(=O)C1=C(C)NC(=S)NC1c1ccc(N(CCCl)CCCl)cc1Cl (centres undefined) | -13%
CC(=O)C1CCC2(O)C3CCC4=CC(=O)CCC4(C)C3CCC12C (centres undefined) | 6%
C=CCC1(CC)C(=O)NC(=S)NC1=O | -3%
CCN(C=C1CC2C3CC=C4CC(O)CCC4(C)C3CCC2(C)C1=O)CC (centres undefined) | -18%
COc1ccc(CC2C(=O)NC(C)C(=O)N(C)C3C(=O)N(C)C(Cc4ccc(O)c(c4)Oc4ccc(cc4)C3O)C(=O)NC(C)C(=O)NC(C)C(=O)N2C)cc1 (centres undefined) | 7%
CC1(C)N([O])C(c2ccc(C(=O)O)cc2)=[N+]([O-])C1(C)C | -11%
ClCCN(CCCl)c1ccc(/C=C/c2sc3ccccc3[n+]2CCCCI)cc1 | ?
COC(=O)C1=C(c2cccc(OC)c2OC)C[C@@H]2CC[C@H]1N2C(=O)NCC1CC1 | -5%
CC(C)(C)C1(CCO)C(=O)NC(=S)NC1=O | 3%
CN1C[C@H]2CON(C)[C@H]2C[C@H]1c1cccc(Br)c1 | 2%
Cc1ccccc1-n1c(C)nc2ccsc2c1=O | 13%
CCC1(CC)C(=O)NC(=O)N(CCc2ccccn2)C1=O | 14%
CC(=O)OCC1=C(C(=O)O)N2C(=O)[C@@H](NC(=O)CCC[C@@H](N)C(=O)O)[C@H]2SC1 | -4%[57.1 µM]
c1ccc(C2c3ccccc3-n3nncc3CN2CC2CCCCC2)cc1 (centres undefined) | -24%
